From PubChem BioAssay
PTHR1 agonist: PTHR1 (human) receptor agonism. 410,000 tested, 0.075% active. HEK293 GP2 PTHR1 cells, GloSensor cAMP luminescence, 1 h. Q03431. Potency, µM (titrated, usually from 115 µM), inactives show at the top dose activation, usual class: activators; further: potency means the concentration at half of the fitted maximal effect; nearly all actives have a fitted effect of over 55% in size; some results filed as inactive show a strong effect at the top dose; inactives centre near -15; many of its hits are not listed in these tables
Target sequence (Q03431 whole entry, looked up): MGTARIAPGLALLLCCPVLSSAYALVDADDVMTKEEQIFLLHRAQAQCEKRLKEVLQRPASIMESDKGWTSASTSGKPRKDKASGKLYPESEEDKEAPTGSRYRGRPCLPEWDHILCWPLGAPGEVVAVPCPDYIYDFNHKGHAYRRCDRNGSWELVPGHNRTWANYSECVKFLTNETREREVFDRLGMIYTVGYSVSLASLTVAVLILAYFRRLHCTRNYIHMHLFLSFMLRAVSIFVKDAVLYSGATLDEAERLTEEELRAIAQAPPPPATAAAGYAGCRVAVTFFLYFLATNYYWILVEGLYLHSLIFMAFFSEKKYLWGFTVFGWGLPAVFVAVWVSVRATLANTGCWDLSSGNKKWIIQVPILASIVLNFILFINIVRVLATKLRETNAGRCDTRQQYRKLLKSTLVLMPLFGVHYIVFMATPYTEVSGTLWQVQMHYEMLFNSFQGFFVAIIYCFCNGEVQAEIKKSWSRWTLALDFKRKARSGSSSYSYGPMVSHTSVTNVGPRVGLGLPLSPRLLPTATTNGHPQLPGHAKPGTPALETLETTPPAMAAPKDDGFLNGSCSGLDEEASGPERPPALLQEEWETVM
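HEK-293-derived GP2 cells expressing PTHR1 and a GloSensor cAMP reporter, 3,000/well, plated overnight, given luciferin plus IBMX (each 0.5 mM as added) for 1 h at 37 °C, then compound for 1 h at 37 °C. Luminescence was read after 15 min at room temperature.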
KB-V1 MDR tox: KB-V1 MDR subline cytotoxicity | Potency, µM (doses to about 46.1 µM), for inactives: top-dose activity change, negative = cytotoxicity, most hits filed as cytotoxic | 400,000 tested, 3.4% active | AID 1347076 | KB-V1 MDR cells viability, CellTiter-Glo, 72 h; further: potency means the concentration at half of the fitted maximal effect; on the % scale 0 is the no-effect control and ±100 the full control effect; nearly all actives have a fitted effect of over 60% in size
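KB-V1, DMEM (no phenol red) + 10% FBS; cpd pin-transferred, titration series; 72 h, 37 degrees C; CellTiter-Glo, luminescence. Data normalized, curve-fit.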
TDP-43 yeast inh: TDP-43 toxicity inhibition in yeast. 410,000 tested, 1.8% active. Potency, µM (series often up to 46.1 µM), for inactives: at the highest dose growth rescue (activation), usual class: activators. TDP-43 expressing yeast growth rescue, BacTiter-Glo, 24 h. AID 652104; further: potency means the concentration at half of the fitted maximal effect; % of control where 0% means no effect; nearly all actives have a fitted effect of over 50% in size
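Galactose-induced TDP-43 yeast, OD600=0.02, compound pinned; 24 hr, 30 deg C; BacTiter-Glo luminescence for growth. Inhibitors of TDP-43 toxicity read as activators.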
GLP-1R agonist: agonists of human GLP-1 receptor; P43220; HEK293 GLP-1R CRE-luciferase, luminescence, 4-6 h; cells express a hypersensitive GLP-1R form; Potency, µM (highest dose often 45.6 µM), without a hit: at the top dose activation, usual class: activators; 380,000 tested, 0.007% active; further: potency means the concentration at half of the fitted maximal effect; % of control where 0% means no effect
HEK293 tox: cytotoxic in the GLP-1 receptor inverse agonist counter-screen; HEK293 cAMP-luciferase reporter cells, luminescence, 24 h; Potency, µM (top dose mostly 38.3 µM), without a hit: at the highest dose activity change, negative = inhibition, hits mostly inhibitors; 410,000 tested, 0.13% active; AID 624418;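 further: loss of luciferase light is scored as toxicity; potency means the concentration at half of the fitted maximal effect; on the % scale 0 is the no-effect control and ±100 the full control effect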
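To flag toxic compounds, the library was rerun on cells for 24 hr at 37 deg C and 5% CO2. Viability-linked luminescence was captured 12 min after adding luciferase detection reagent.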
D3 ag: D3 dopamine receptor (human) agonism. P35462. D3R DiscoveRx beta-arrestin cells, luminescence, 90 min. max activation, %. 410,000 tested, 0.58% active. AID 652048; in the data active means max activation above about 30%; further: 0% is about no effect; mostly tested at two doses, the higher about 12 µM
Target sequence (P35462 whole entry, looked up): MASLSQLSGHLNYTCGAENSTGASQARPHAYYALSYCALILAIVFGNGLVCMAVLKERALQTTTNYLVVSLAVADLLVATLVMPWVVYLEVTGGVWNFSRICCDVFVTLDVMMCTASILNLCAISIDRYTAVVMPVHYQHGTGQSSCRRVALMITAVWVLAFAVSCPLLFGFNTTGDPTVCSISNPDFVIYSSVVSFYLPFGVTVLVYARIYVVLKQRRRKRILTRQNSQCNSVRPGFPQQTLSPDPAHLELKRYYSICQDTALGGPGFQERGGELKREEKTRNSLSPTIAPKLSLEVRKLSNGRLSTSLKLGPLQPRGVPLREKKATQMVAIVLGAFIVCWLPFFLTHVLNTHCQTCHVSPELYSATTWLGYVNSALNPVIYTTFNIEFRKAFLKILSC
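Agonist mode: compounds and dopamine controls were applied to plated cells for 90 min at 37 degrees C after an overnight attachment at 1500 cells/well. Luminescent read-out followed 30 - 60 minutes at room temperature with DiscoveRx detection reagent.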
aSyn rescue: inhibitors of alpha-synuclein toxicity in yeast | Yeast expressing alpha-synuclein, growth rescue, BacTiter-Glo, 24 h | Potency, µM (series often up to 46.1 µM), without a hit: top-dose growth rescue (activation), hits mostly activators | 370,000 tested, 0.14% active; further: potency means the concentration at half of the fitted maximal effect; % of control where 0% means no effect; nearly all actives have a fitted effect of over 65% in size
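Readout is rescue of growth in alpha-synuclein-expressing yeast, so inhibitors of toxicity appear as activators. Growth after 24 hr at 30 deg C in galactose medium is quantified by luminescence.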
D3 antag: D3 dopamine receptor (human) antagonism | D3R cells, DiscoveRx beta-arrestin luminescence, antagonist mode; stronger effect = lower value | 360,000 tested, 2.5% active | max response, negative = inhibition, % | AID 652054 | P35462; in the data active means max response below about -50%; inconclusive means no clear call, values can overlap the other calls; further: on the % scale 0 is the no-effect control and ±100 the full control effect; mostly tested at two doses, the higher about 12 µM
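Cells expressing the human receptor were seeded at 1500 cells/well, incubated overnight at 37 degrees C in 5% CO2, then exposed to library compounds with dopamine controls for 90 minutes at 37 degrees C before luminescent detection.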
GLP-1R inv ag: GLP-1 receptor (human) inverse agonism; Potency, µM (titrated, usually from 38.3 µM), for inactives: at the top dose activity change, negative = inhibition, hits mostly inhibitors; 410,000 tested, 1.6% active; HEK293 GLP-1R CRE-luciferase, luminescence, 24 h; GLP-1R form is constitutively active; further: potency means the concentration at half of the fitted maximal effect; on the % scale 0 is the no-effect control and ±100 the full control effect; nearly all actives have a fitted effect of over 55% in size
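Using stably transfected HEK293 (constitutively active GLP-1R, cAMP-luciferase reporter), compounds were incubated 24 hr and luciferase measured by luminescence.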
Numbers without * were called inactive; i = inactive; ? = inconclusive; . = no result given; [ ] = remark or other dose. Unless noted, the call rests on the fitted dose curve; in most records, active means well fitted curve in the direction sought with a large enough effect; inconclusive means small, poorly fitted or top-dose-only effect, or another doubt; inactive means no such curve, though single readings can be large; an effect the other way counts as inactive or inconclusive.

Order of results: D3 antag	GLP-1R agonist	KB-V1 MDR tox	D3 ag	PTHR1 agonist	GLP-1R inv ag	aSyn rescue	HEK293 tox	TDP-43 yeast inh
CC(=O)NCCc1ccc(C(=O)COC(=O)c2cc(C)oc2C)cc1
 : -2	17%	-3%	8	-18%	11%	3%	-16%	-2%
C[C@H](CO)N1C[C@H](C)[C@@H](CN(C)C(=O)NC2CCCCC2)Oc2c(NC(=O)Cc3ccccc3)cccc2C1=O
 : -26	-6%	28%	4	i	19%	-2%	-1%	0%
COc1cccc2c1OC1(C)CC2NC(=O)N1Cc1ccccc1 (stereo not drawn)
 : 21	5%	21%	2	-12%	0%	0%	2%	-3%
COc1ccc(NC(=O)C(C)N=C2NS(=O)(=O)c3ccccc32)cc1S(N)(=O)=O (stereo not drawn)
 : 11	-2%	22%	3	i	15%	1%	-8%	18%
CCC(C)(C)NC(=O)C(c1cccc(OC)c1OC)N(Cc1ccccc1)C(=O)CCC(=O)Nc1cc(C)on1 (stereo not drawn)
 : -1	4%	-10%	9	i	?	3%	-22%	0%
COc1ccc(C(=O)Nc2nnc(C)s2)cc1
 : .	.	0%	0	-16%	-21%	.	5%	13%
Cc1ccc(Cn2c(NC(=O)c3ccco3)nc3ccccc32)cc1
 : -11	-12%	-4%	6	i	6%	-6%	22%	8%
COC(=O)CCC(=O)OC1(C)C(=O)C2=CN(CC3CC3)C(c3ccc(OC)cc3)=CC2=C(Br)C1=O (stereo not drawn)
 : ?	2%	-1%	-14	17%	5%	11%	-5%	-49%[inhibitor]
O=C(Nc1sc2c(c1C(=O)NCCCO)CCCC2)c1ccccc1
 : 12	-9%	?	2	-1%	5%	-2%	-22%	19%
Cc1ccc(S(=O)(=O)c2c(C)nn(C(C)(C)C)c2OC(=O)c2ccc(Br)o2)cc1
 : 0	-10%	?	22	-30%	-5%	-16%	?	6%
Cc1nnc(SCCn2c(N3CCCCC3)nc3c2c(=O)[nH]c(=O)n3C)s1
 : -20	-9%	-20%	-2	i	9%	1%	1%	-14%
CC1=C(C(=O)N(C(C)C)C(C)C)CC(CC(=O)NCc2ccco2)C(=O)N1Cc1ccccc1 (stereo not drawn)
 : -4	-7%	8%	-8	i	15%	-4%	5%	-2%
O=C(c1ccco1)N1CCN(C2CC(=O)N(c3ccc(F)c(Cl)c3)C2=O)CC1 (stereo not drawn)
 : -6	6%	13%	3	i	8%	-2%	30%	?
COC(=O)c1c(C)[nH]c(C(=O)COC(=O)CCc2ccc(OC)c(OC)c2)c1C
 : 14	-8%	?	8	i	3%	4%	-5%	20%
CS(=O)(=O)N1CCN(c2ccccc2NC(=S)NC(=O)c2cccs2)CC1
 : 0	7%	?	-10	5%	-23%	-2%	-22%	-2%
Cc1nc2ccccc2n1C(C)c1nc2ccccc2n1CC(=O)c1ccc(OC(F)(F)F)cc1 (stereo not drawn)
 : 8	.	?	-4	-3%	-1%	?	-12%	29%
CN=C(Cc1ccccc1)C1=C(O)CC(C)(C)CC1=O
 : 0	4%	-22%	2	-3%	14%	-20%	11%	7%
COc1cc(/C=N/NC(=O)c2cc[n+]([O-])cc2)cc(OC)c1OC
 : -3	-7%	27%	5	i	2%	2%	-2%	9%
Cc1ccc(S(=O)(=O)NCCSCc2ccccc2)cc1
 : 7	7%	-13%	-3	i	?	3%	70%[activator]	6%
COc1ccc([N+](=O)[O-])cc1NC(=O)Cc1ccc(Cl)cc1
 : -24	-3%	-21%	-9	i	?	-1%	-14%	5%
CC1=NN(c2ccccc2)C(=O)C1/C=C1/NC(=S)NC1=O (stereo not drawn)
 : -20	-2%	12%	-5	-15%	-7%	0%	13%	2%
COc1cccc(/C=N/Nc2nnc(C)n2N)c1O
 : -10	2%	-18%	-6	i	10µM*	5%	?	4%
COc1ccc(-c2nnc(SCC(=O)NC3CCCC3)nc2-c2ccc(OC)c(OC)c2)cc1OC
 : .	.	13%	3	i	?	.	0%	?
O=C(c1ccco1)n1nc(-c2ccccc2)nc1NCc1ccco1
 : -16	5%	8%	-10	i	1%	2%	-1%	4%
O=C(CN1CCC(Cc2ccccc2)CC1)NC(=O)NCc1ccccc1
 : -20	0%	-10%	-14	-6%	-12%	0%	-3%	-3%
O=C(c1cc([N+](=O)[O-])ccc1N1CCOCC1)N1CCN(S(=O)(=O)c2ccc(F)cc2)CC1
 : 9	3%	-19%	2	i	-8%	0%	-2%	7%
COc1ccc(N(CC(=O)NCc2ccccn2)S(=O)(=O)c2ccccc2[N+](=O)[O-])c(OC)c1
 : -6	8%	-22%	-8	i	4%	-4%	7%	-12%
O=C1OC[C@H]2CCCC[C@@H](CO)ON12
 : 39	-5%	0%	9	i	11%	2%	-1%	12%
CCc1ccc(OCCCCCn2ccnc2)cc1
 : 5	1%	?	4	-22%	-14%	4%	5%	-5%
COC(=O)[C@@]1(Cc2ccc(F)cc2)[C@H]2c3cc(C(=O)N(C)C)n(Cc4ccccc4)c3C[C@H]2CN1C(=O)c1ccccc1
 : 0	6%	2%	-22	-6%	?	5%	-4%	11%
COc1ccccc1NC(=S)NC12CN3CN(CN(C3)C1)C2
 : 13	-1%	6%	2	-5%	7%	5%	8%	14%
O=C(COC(=O)c1nc(Cl)ccc1Cl)c1ccccc1Cl
 : -16	-5%	-1%	-8	i	7%	22%	1%	?
O=C(CN(CC1CCCO1)C(=O)CNS(=O)(=O)c1ccc(F)cc1)NCc1ccco1 (stereo not drawn)
 : 1	12%	5%	0	-20%	22%	1%	5%	-9%
CS(=O)(=O)n1nc(-c2ccco2)nc1NCc1ccccc1Cl
 : .	.	4%	0	-4%	-5%	.	4%	15%
O=C(NC1=NCCS1)c1sc2cc(Cl)cc(Cl)c2c1Cl
 : -8	5%	?	-9	-31%[inhibitor]	15%	-17%	-6%	14%
O=C(N1CCCCC1)N1CCN(S(=O)(=O)c2cccc([N+](=O)[O-])c2)CC1
 : 5	-6%	-3%	-2	i	-22%	1%	-15%	9%
CCOc1ccc(C(F)(F)F)cc1NC(=O)COc1ccc(C(F)(F)F)cc1[N+](=O)[O-]
 : 0	2%	6%	1	i	0%	-4%	4%	-6%
COc1ccc(S(=O)(=O)N2CCOc3ccccc32)cc1
 : -1	-3%	3%	-5	5%	3.5µM*	?	?	29%
CCCCCNc1nc2ccccc2nc1NS(=O)(=O)c1cccs1
 : -17	14%	3%	0	i	?	2%	15%	-11%
CC(C)c1ccc(NC(=O)CN2C(=O)COc3ccc(S(=O)(=O)N4CCCCCC4)cc32)cc1
 : .	.	.	-10	i	-20%	.	-4%	3%
Cc1cc(C)n(CC(=O)NNC(=O)c2cncc(Br)c2)n1
 : 36	4%	9%	8	i	15%	8%	6%	-1%
CCCC(=O)N1CCN(c2ccc(NC(=O)c3cc4ccccc4o3)cc2Cl)CC1
 : -4	-35%[inhibitor]	?	35*	-34%[inhibitor][57.5 µM]	?	10%	?	-6%
CCCCN(CC)CCNC(=O)CN(C)S(=O)(=O)c1ccc2c(c1)c(=O)n(C)c(=O)n2C
 : 13	-1%	-1%	2	i	3%	2%	5%	15%
CCc1ccccc1NC(=S)N(CCOC)C(C)c1ccco1 (stereo not drawn)
 : 19	0%	-24%	0	i	-4%	5%	5%	21%
CCOC(=O)c1c(-c2ccc(C)o2)csc1NC(=S)NC(=O)c1ccc(F)cc1
 : 0	-8%	?	-8	-11%	-1%	-6%	79%[activator]	0%
CCn1nc(-c2ccccc2)c(-c2ccccc2)c(C(=O)Nc2ccc(S(N)(=O)=O)cc2)c1=O
 : .	.	.	8	i	?	.	-7%	3%

Laid out differently: results already given
Compound	D3 antag	GLP-1R agonist	KB-V1 MDR tox	D3 ag	PTHR1 agonist	GLP-1R inv ag	aSyn rescue	HEK293 tox	TDP-43 yeast inh
COc1ccccc1NC(=S)NC12CN3CN(CN(C3)C1)C2	13	-1%	6%	2	-5%	7%	5%	8%	14%
O=C(COC(=O)c1nc(Cl)ccc1Cl)c1ccccc1Cl	-16	-5%	-1%	-8	i	7%	22%	1%	?
O=C(CN(CC1CCCO1)C(=O)CNS(=O)(=O)c1ccc(F)cc1)NCc1ccco1 (stereo not drawn)	1	12%	5%	0	-20%	22%	1%	5%	-9%
CS(=O)(=O)n1nc(-c2ccco2)nc1NCc1ccccc1Cl	.	.	4%	0	-4%	-5%	.	4%	15%
O=C(NC1=NCCS1)c1sc2cc(Cl)cc(Cl)c2c1Cl	-8	5%	?	-9	-31%[inhibitor]	15%	-17%	-6%	14%
O=C(N1CCCCC1)N1CCN(S(=O)(=O)c2cccc([N+](=O)[O-])c2)CC1	5	-6%	-3%	-2	i	-22%	1%	-15%	9%
CCOc1ccc(C(F)(F)F)cc1NC(=O)COc1ccc(C(F)(F)F)cc1[N+](=O)[O-]	0	2%	6%	1	i	0%	-4%	4%	-6%
COc1ccc(S(=O)(=O)N2CCOc3ccccc32)cc1	-1	-3%	3%	-5	5%	3.5µM*	?	?	29%
CCCCCNc1nc2ccccc2nc1NS(=O)(=O)c1cccs1	-17	14%	3%	0	i	?	2%	15%	-11%
CC(C)c1ccc(NC(=O)CN2C(=O)COc3ccc(S(=O)(=O)N4CCCCCC4)cc32)cc1	.	.	.	-10	i	-20%	.	-4%	3%
Cc1cc(C)n(CC(=O)NNC(=O)c2cncc(Br)c2)n1	36	4%	9%	8	i	15%	8%	6%	-1%

This is a subset; rates above refer to the full screens.
